GAA inhib: qHTS Assay for Inhibitors of Human alpha-Glucosidase as a Potential Chaperone Treatment of Pompe Disease; Lysosomal alpha-glucosidase (Homo sapiens), P10253; actives 0.005% (n = 200,000); Potency, µM (top dose mostly 76.9 µM), without a hit: top-dose activity change, negative = inhibition, usual class: inhibitors; purified human GAA, 4-MU-alpha-glucoside fluorescence;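 further: plate controls were uninhibited enzyme wells for no effect and no-enzyme background for full effect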
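qHTS format, compound range up to 77 uM. Human lysosomal enzyme at 4 nM, 400 uM 4-MU glucoside substrate, pH 5.0, 20 min room temperature; fluorescence after alkaline stop gives activity normalized to controls.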
ALDH1A1 inh: qHTS Assay for Inhibitors of Aldehyde Dehydrogenase 1 (ALDH1A1). Purified ALDH1A1, NADH fluorescence, propionaldehyde substrate. Potency, µM (titrated, usually from 75.3 µM), for inactives: top-dose activity, negative = inhibition, most hits filed as inhibitors. actives 7.3% (n = 220,000). AID 1030, 2008; active means well fitted inhibition curve with a large enough effect, not every such curve was filed as active; inconclusive means small, poorly fitted or top-dose-only effect, or another doubt; inactive means no such curve, though single readings can be large or run the other way;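 further: plate controls were no enzyme wells and a reference inhibitor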
Target sequence (P00352 whole entry, looked up): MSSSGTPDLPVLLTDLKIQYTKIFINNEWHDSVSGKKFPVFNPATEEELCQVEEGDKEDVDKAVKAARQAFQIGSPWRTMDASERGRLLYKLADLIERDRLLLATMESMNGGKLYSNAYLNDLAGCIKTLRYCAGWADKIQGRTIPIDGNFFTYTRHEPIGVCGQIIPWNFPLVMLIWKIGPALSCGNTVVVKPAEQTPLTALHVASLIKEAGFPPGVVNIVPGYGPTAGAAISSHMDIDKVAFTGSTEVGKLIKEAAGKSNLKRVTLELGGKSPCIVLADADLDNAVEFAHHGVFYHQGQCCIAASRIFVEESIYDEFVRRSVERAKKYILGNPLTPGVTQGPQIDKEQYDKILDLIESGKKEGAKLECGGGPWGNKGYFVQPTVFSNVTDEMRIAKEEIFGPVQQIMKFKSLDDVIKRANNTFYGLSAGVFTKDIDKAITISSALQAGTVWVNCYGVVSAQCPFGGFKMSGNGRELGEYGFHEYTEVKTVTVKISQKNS
SMN2 splice enh: qHTS Assay for Enhancers of SMN2 Splice Variant Expression; HEK293 SMN2-luciferase splicing reporter, luminescence, 30-36 h; Potency, µM (top dose mostly 46.1 µM), for the others: at the highest dose activity change, positive = activation, actives largely listed as activators; actives 2.8% (n = 210,000); AID 1458, 2008; further: % of control where 0% means no effect; nearly all actives have a fitted effect of over 55% in size
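qHTS luciferase splicing reporter: luminescence rises when SMN2 exon 7 is included in transfected HEK293 cells. Compound exposure lasted 30-36 h at 37C, with 4.5 mM final sodium butyrate as control, followed by a ONE-Glo read.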
GAA spleen mod: qHTS Assay for Inhibitors and Activators of Human alpha-Glucosidase From Spleen Homogenate | Lysosomal alpha-glucosidase (Homo sapiens), P10253 | human spleen homogenate, 4-MU-alpha-glucoside fluorescence | Potency, µM (highest dose often 79.9 µM), for inactives: top-dose activity change, negative = inhibition, usual class: inhibitors | actives 0.006% (n = 240,000);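 further: 0% = enzyme with vehicle and -100% = no enzyme basal signal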
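Human spleen homogenate (1 ug) incubated with compounds and 1 mM 4-methylumbelliferyl-alpha-D-glucopyranoside in pH 5.0 citrate/phosphate buffer, 37 C, 40 min. Stopped at pH 10; 4-MU fluorescence (Ex 365/Em 440 nm); AC50 by Hill fit.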
JMJD2E inh: qHTS Assay for Inhibitors of Human Jumonji Domain Containing 2E (JMJD2E). actives 1.6% (n = 230,000). Potency, µM (highest dose often 57.1 µM), inactives show at the highest dose activity change, negative = inhibition, actives largely listed as inhibitors. JMJD2E catalytic domain, FDH-coupled NADH fluorescence (FDH is formaldehyde dehydrogenase). AID 2147, 2009. Lysine-specific demethylase 4E (Homo sapiens), B2RXH2; active means well fitted inhibition curve with a large enough effect, not every such curve was filed as active; inconclusive means small, poorly fitted or top-dose-only effect, or another doubt; inactive means no such curve, though single readings can be large or run the other way;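 further: 0% = wells with enzyme and -100% = buffer wells without enzyme; nearly all actives have a fitted effect of over 50% in size; many of its hits are not listed in these tables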
Target sequence (B2RXH2 1-337 limits assumed): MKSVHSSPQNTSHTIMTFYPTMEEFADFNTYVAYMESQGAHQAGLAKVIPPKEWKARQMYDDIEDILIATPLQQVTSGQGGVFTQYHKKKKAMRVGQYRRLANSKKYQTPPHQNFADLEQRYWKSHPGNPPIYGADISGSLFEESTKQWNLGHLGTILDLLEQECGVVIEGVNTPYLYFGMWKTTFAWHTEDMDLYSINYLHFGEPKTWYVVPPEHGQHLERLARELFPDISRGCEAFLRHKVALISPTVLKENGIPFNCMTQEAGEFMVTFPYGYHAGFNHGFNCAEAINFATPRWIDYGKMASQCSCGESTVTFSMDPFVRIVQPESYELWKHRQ
GAA glycogen mod: qHTS Assay for Inhibitors and Activators of Human alpha-Glucosidase Cleavage of Glycogen. Potency, µM (series often up to 76.4 µM), inactives show at the top dose activity change, negative = inhibition, hits mostly inhibitors. Lysosomal alpha-glucosidase (Homo sapiens), P10253. AID 2100, 2009. actives 0.38% (n = 300,000). recombinant GAA, glycogen substrate, Amplex Red glucose oxidase fluorescence;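 further: 0% = full enzyme reaction and -100% = no-enzyme basal signal; the screen sought inhibitors and activators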
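Recombinant human enzyme (4 nM); glycogen substrate; 37 C, 40 min, pH 5.0. Readout: coupled glucose oxidase/Amplex Red fluorescence.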
GLA spleen mod: qHTS Assay for Inhibitors and Activators of Human alpha-Galactosidase From Spleen Homogenate; AID 2107, 2009; human spleen homogenate, 4MU-alpha-Gal fluorescence, 40 min; actives 0.008% (n = 240,000); Alpha-galactosidase A (Homo sapiens), P06280; Potency, µM (highest dose often 80 µM), for the others: top-dose activity change, negative = inhibition, hits mostly inhibitors;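 further: 0% = enzyme with vehicle and -100% = no enzyme basal signal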
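Human spleen homogenate (1 ug) was the enzyme source, with 4-methylumbelliferyl-alpha-D-galactopyranoside (1 mM final) in pH 5.0 citrate buffer with 0.01% Tween-20. Compounds were titrated; after 40 min at 37C, NaOH/glycine stop, 4-MU fluorescence read; AC50 from Hill fits.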
RGS12 GoLoco inh: qHTS Assay for Inhibitors of RGS12 GoLoco Motif Activity (Red Fluorophore). Guanine nucleotide-binding protein G(i) subunit alpha-1 (Homo sapiens), P63096. Potency, µM (series often up to 61.6 µM), inactives show at the highest dose activity, negative = inhibition, usual class: inhibitors. actives 0.44% (n = 230,000). Gai1:RGS12 GoLoco peptide FP, rhodamine, 10 min; active means well fitted inhibition curve with a large enough effect, not every such curve was filed as active; inactive means no such curve, though single readings can be large or run the other way; further: on the % scale 0 is the no-effect control and ±100 the full control effect; nearly all actives have a fitted effect of over 30% in size; many of its hits are not listed in these tables
* hit, by the source's call; ? = inconclusive; nt = no result given; & = joins results of further samples; [ ] = remark or other dose. Unless noted, the call rests on the fitted dose curve; in most records, active means well fitted curve in the direction sought with a large enough effect; inconclusive means small, poorly fitted or top-dose-only effect, or another doubt; inactive means no such curve, though single readings can be large; an effect the other way counts as inactive or inconclusive. Potency means the concentration at half of the fitted maximal effect. Only part of the results is shown; count on the stated rates, not on these rows.

SMILES	GAA inhib	ALDH1A1 inh	SMN2 splice enh	GAA spleen mod	JMJD2E inh	GAA glycogen mod	GLA spleen mod	RGS12 GoLoco inh
CN(C)c1cccc(C(=O)NC2CCCCCC2)c1	-3%	-4%	13µM*	-5%	?	-14%	-3%	2%
COc1cc2nc(COc3ccc(C#N)cc3)n(CC#N)c(=O)c2cc1OC	-9%	-7%	-10%	-1%	7%	-8%	-3%	6%
CC1(C)CC(=O)C(C2=NC(C)(C)Cc3ccccc32)=C(O)C1	-20%[15.4 µM]	9%	nt	-1%	9%	-4%	4%	3%
COCCn1c(=O)cnc2cnc(Nc3cccc(OC)c3)nc21	nt	11%	nt	-7%	nt	nt	3%	0%
CC(=O)c1ccc(N=C2SCCCN2C(=O)C2CCCC2)cc1	-27%	9%	-5%	-5%	5%	?	-5%	-1%
NC(=O)COc1c(-c2ccccc2)oc2ccccc2c1=O	2%	-10%	24%	-8%	0%	1%	1%	2%
CCCCC[C@H](O)C=C[C@H]1[C@H](O)CC(=O)[C@H]1CCCCCCC(=O)O	nt	11%	nt	9%	4%	nt	8%	-1%
C/C(=N/N=C1/NC(=O)CC(C(=O)O)S1)c1ccccc1 (stereo unspecified)	6%	-2%	-13%	-11%	2%	-10%	-1%	8%
CC(C)OC(=O)c1c2nc3ccccc3nc2n2c1[nH]c(=O)c1ccccc12	-2%	-13%	-28%	-18%	?	1%	-27%	0%
Cc1cc(NC(=O)CCC(=O)N(c2ccc(F)cc2)C2(C(=O)NC3CCCCC3)CCCC2)no1	-7%	5%	7%	-18%	2%	2%	-14%	1%
O=C(O)CCC(=O)NNC(=O)CCC1CCCCC1	-2%	3%	20%	-1%	3%	2%	-10%	4%
O=C(C1=C[C@H](C2CCCCC2)C[C@H](OCc2ccc(CO)cc2)O1)N1CCN(Cc2ccc3c(c2)OCO3)CC1	nt	-10%	nt	-8%	-2%	-22%	-4%	0%
COc1ccccc1NC(=O)c1cnc(Nc2ccccc2OC)c2ccccc12	1%	?	-9%[1.84 µM]	-1%	?	-6%	28%	-4%
CC1CCCN(S(=O)(=O)c2ccc(C(=O)Nc3nnc(-c4ccccc4Cl)o3)cc2)C1 (stereo unspecified)	4%	2%	-98%[inhibitor]	-7%	4%	-1%	-14%	5%
O=C(NN1C(=O)C2C3C=CC(C4CC34)C2C1=O)c1ccc(Cl)c(Cl)c1 (stereo unspecified)	-2%	17%	nt	-3%	-4%	-8%	2%	nt
CC1=C(C#N)C(c2ccc(O)cc2)C2=C(CCCC2=O)N1 (stereo unspecified)	4%	?	16%	3%	?	-7%	-2%	5%
COc1ccc(NC(=O)C(C)N2c3cccc4cccc(c34)S2(=O)=O)cc1OC (stereo unspecified)	3%	?	-80%[inhibitor]	-6%	?	1%	-11%	14%
CCC(=O)Nc1ccc2c(c1)nc(CN1CCN(C(C)=O)CC1)n2C	-3%	5%	-1%	-12%	-1%	4%	-18%	14%
COc1ccc(-c2[nH]ncc2CN(C)CC2CCCCO2)cc1F (stereo unspecified)	12%	2%	nt	-10%	-10%	13%	-17%	10%
Cc1onc(-c2ccccc2)c1C(=O)N/N=C/C=C/c1ccccc1	1%	-2%	nt	-22%	0%	-5%	-5%	5%
COc1cc(NC(=O)c2cc3nc(C4CC4)cc(C(F)(F)F)n3n2)c(OC)cc1Cl	-10%	8%	2%	-5%	-2%	-11%	4%	24%
CCOC(=O)CSc1nnc(Cn2c(=O)sc3ccccc32)n1-c1ccccc1C	4%	5%	-17%	-5%	-4%	-1%	-8%	-6%
CCCSc1nc(=S)n(Cc2ccccc2)c(C)c1C(C)=O	-3%	?	-16%	5%	-6%	-8%	-1%	10%
O=c1[nH]c(/C(Cl)=C/c2cccc(C(F)(F)F)c2)nc2cc(Cl)ccc12	-8%	-4%	2%	12%	-4%	2%	5%	0%
O=[N+]([O-])c1ccccc1S(=O)(=O)Oc1ccc(/C=N/n2cnnc2)cc1	-26%	6%	3%	-4%	3%	5%	-5%	-3%

Remaining list, next part
SMILES	GAA inhib	ALDH1A1 inh	SMN2 splice enh	GAA spleen mod	JMJD2E inh	GAA glycogen mod	GLA spleen mod	RGS12 GoLoco inh
CC(OC(=O)c1c2c(nc3ccccc13)/C(=C\c1ccc3c(c1)OCO3)CCC2)C(=O)Nc1ccc(S(N)(=O)=O)cc1 (stereo unspecified)	-5%	-3%	-14%	-3%	24%	13%	-8%	-6%
CCCC(=O)Nc1ccccc1NC(=O)c1ccc(OCC)c(OCC)c1	0%	-3%	5%	-21%	-6%	-24%	8%	2%
CSc1nc(N)nc(C2CC2)n1	?	6%	nt	-4%	4%	-7%	-3%	8%
Cc1nnsc1C(=O)NNC(=O)c1cccc2ccccc12	nt	nt	nt	3%	2%	6%	2%	-12%
O=C1CSC(c2ccc(Cl)cc2)N1C1CCCCC1 (stereo unspecified)	5%	-12%	-4%	-5%	4%	7%	-2%	-2%
CCC1SC(CC)C(=O)N(CC(=O)Nc2ccc3c(c2)OCO3)C1=O (stereo unspecified)	2%	0%	2%	-5%	-1%	-2%	-4%	8%
CC(C)c1ccccc1NC(=O)COC(=O)/C=C/c1cccc([N+](=O)[O-])c1	-1%	3%	9%	-15%	7%	-10%	4%	12%
COC(=O)Cc1ccc(NC(=S)NN2CCOCC2)cc1	-2%	4%	11%	1%	1%	11%	12%	-5%
CCOC(=O)C1CCCN(C(=O)CCCn2nc(C)n3c(cc4sccc43)c2=O)C1 (stereo unspecified)	-4%	-4%	-9%	-1%	-1%	9%	1%	4%
COc1ccc(Oc2ncc3nc(-c4ccccc4)c(=O)n(CCC#N)c3n2)cc1	nt	?	-16%	4%	nt	nt	3%	1%
O=C(N/N=C/C=C/c1ccccc1[N+](=O)[O-])c1cc(-c2cccnc2)nc2ccccc12	-15%	14µM*	-11%	4%	-11%	-4%	0%	-2%
CN1CCN(/N=C/c2ccc(OCc3ccccc3)cc2)CC1	nt	nt	nt	-1%	7%	-11%	1%	3%
C/C(=N\OC(=O)c1ccccc1F)c1nccs1	-16%	-4%	-14%	4%	3%	4%	9%	-3%
COc1ccc(NC(=O)Cn2cc(C(=O)c3ccco3)c3ccccc32)cc1	0%	7%	nt	-8%	-1%	-4%	-10%	nt
CC(C)(CO)CNC(=O)c1ccc(OC2CCN(C(=O)C3CC3)CC2)cc1	nt	-1%	nt	3%	7%	1%	-7%	-2%
Cc1csc2c(N3CCN(C(=O)NC(C)(C)C)CC3)ncnc12	nt	nt	nt	2%	6%	3%	4%	0%
Cc1ccc(-n2ncc3c(=O)[nH]c(SCC(=O)N4CCC(C)CC4)nc32)cc1C	2%	6%	-8%	8%	-1%	2%	7%	3%
O=C(O)CC(NC(=O)C(c1ccccc1)c1ccccc1)c1cccc([N+](=O)[O-])c1 (stereo unspecified)	-5%	10%	nt	-3%	8%	8%	-1%	-7%
O=C(CSc1nc2[nH]ncc2c(=O)n1-c1ccccc1Br)NCc1ccccc1Cl	-3%	13µM*	5%	-1%	-5%	7%	6%	4%
O=C(COC(=O)C1(c2ccccc2F)CCCC1)Nc1ncc(C(F)(F)F)cc1Cl	-5%	?	-18%	-1%	-3%	1%	-5%	40%[activator]
O=C(CN1C(=O)NC(c2ccccc2)(c2ccccc2)C1=O)Nc1ccc2[nH]c(=O)[nH]c2c1	-1%	11%	nt	1%	6%	1%	-29%	-4%
CCOc1nc(C)cc(COC)c1C(N)=O	-3%	6%	-22%	-4%	-6%	8%	5%	-7%
COc1ccc(NC(=O)C2C3C=CC(C3)C2C(=O)NCc2ccccn2)c(OC)c1 (stereo unspecified)	9%	-5%	-5%	1%	-1%	-5%	6%	-6%
O=C(c1cc2c(s1)-c1ccccc1OC2)N1CCN(c2ccccc2)CC1	-11%	?	0%&10%	18%	8%	0%[76.3 µM]	23%	-27%
CCCOc1ccc(CCC(=O)N/N=C/c2ccc([N+](=O)[O-])o2)cc1	-9%	-15%	nt	-19%	1%	-2%	0%	8%

Filtered by structure, the compounds so far with two or more sulfur atoms.
SMILES	GAA inhib	ALDH1A1 inh	SMN2 splice enh	GAA spleen mod	JMJD2E inh	GAA glycogen mod	GLA spleen mod	RGS12 GoLoco inh
CCOC(=O)CSc1nnc(Cn2c(=O)sc3ccccc32)n1-c1ccccc1C	4%	5%	-17%	-5%	-4%	-1%	-8%	-6%
CCCSc1nc(=S)n(Cc2ccccc2)c(C)c1C(C)=O	-3%	?	-16%	5%	-6%	-8%	-1%	10%

The list goes on.
SMILES	GAA inhib	ALDH1A1 inh	SMN2 splice enh	GAA spleen mod	JMJD2E inh	GAA glycogen mod	GLA spleen mod	RGS12 GoLoco inh
O=C(O)C1C2CCC(C2)C1C(=O)NCCC1=CCCCC1 (stereo unspecified)	-5%	?	19%	-3%	9%	0%	-2%	3%
OCc1nc2ccccc2n1/N=C/c1cccs1	nt	nt	nt	1%	5%	7%	5%	13%
COc1ccc(NC(=O)C(NC(=O)OC(C)(C)C)C(C)OCc2ccccc2)cc1 (stereo unspecified)	2%	6%	-19%	-15%	4%	4%	-2%	3%
O=C(Cn1cc[n+](CC(=O)c2ccccc2)c1)c1ccccc1	?	-6%	4%	-15%	0%	6%	1%	4%
Cc1cc(NC(=O)C(C)C)ncc1NC(=O)CCc1ccccc1	2%	5%	-10%	3%	9%	-6%	-2%	-3%
CCCCOC(=O)n1c(=S)oc2cc(Cl)ccc21	14%	?	-11%	2%	-3%	-17%	5%	4%
CCOC(=O)c1sc(NC(=O)CCN2C(=O)c3ccccc3C2=O)c(C(=O)OCC)c1C	-4%	?	-7%	-3%	-7%	8%	1%	0%
CCCN1CCC(=O)N([C@H](CSc2ccc(C)cc2)CC(C)C)CC1	nt	nt	nt	2%	-23%	4%	0%	-4%
COc1cccc(-n2ccnc2SCC(=O)Nc2nccs2)c1	4%	4%	29%	-8%	0%	11%	-4%	2%
